# bIAP act = bovine intestinal alkaline phosphatase activators, primary screen, biochemical, bovine IAP, CDP-star luminescence; alkaline phosphatase, intestinal [Bos taurus]; purified bovine IAP, 30 min; hits give high values; fold of DMSO-control signal, blank-subtracted; activation factor at 20 µM; 0.17% of 200,000 active; AID 1016, 2008;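 active = activation factor of 2 or more at 20 µM, a signal rise over negative controls twice the positive control's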
# TNAP inh hi DEA = human TNAP enzyme inhibitors, primary screen, biochemical, luminescent, high phosphate acceptor level, uHTS; Alkaline phosphatase, tissue-nonspecific isozyme (Homo sapiens), P05186; purified TNAP, CDP-star luminescence, 1 M DEA; AID 1135, 2008; inhibition, % at 20 µM; 0.03% of 200,000 active;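 active = over 50% inhibition of tissue-nonspecific alkaline phosphatase at 20 µM in the single-dose screen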;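 also: plate controls were DMSO wells for no effect and EDTA-quenched wells as full inhibition for full effect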
# Target sequence (P05186 whole entry, looked up): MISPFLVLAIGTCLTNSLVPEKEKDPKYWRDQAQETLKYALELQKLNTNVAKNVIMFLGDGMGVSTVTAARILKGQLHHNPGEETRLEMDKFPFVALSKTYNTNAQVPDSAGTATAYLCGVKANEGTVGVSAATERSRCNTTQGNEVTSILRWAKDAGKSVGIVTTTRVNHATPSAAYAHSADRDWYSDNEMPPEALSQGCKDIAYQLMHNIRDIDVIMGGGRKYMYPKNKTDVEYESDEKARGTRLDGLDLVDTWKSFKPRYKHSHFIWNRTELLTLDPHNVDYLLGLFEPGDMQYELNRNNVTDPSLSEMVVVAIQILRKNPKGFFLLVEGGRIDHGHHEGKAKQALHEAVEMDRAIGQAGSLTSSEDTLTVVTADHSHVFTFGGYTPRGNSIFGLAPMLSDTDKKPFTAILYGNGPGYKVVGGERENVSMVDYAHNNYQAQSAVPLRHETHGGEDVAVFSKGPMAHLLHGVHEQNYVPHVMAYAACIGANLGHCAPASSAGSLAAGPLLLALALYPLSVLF
# Diaphorase inh = diaphorase inhibitors and chemical oxidizers, primary screen, counter-screen for diaphorase-coupled primary assays, biochemical, uHTS, resorufin fluorescence; diaphorase resazurin-to-resorufin fluorescence, NADH, 16 min; bacterial (C. kluyveri) enzyme, not human; AID 1217, 2008; inhibition, % at 20 µM; 0.69% of 190,000 active;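 active = primary screen inhibition at 20 µM above a set limit, cut at about 50% in these data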;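 also: plate controls were DMSO with full reaction for no effect and wells lacking NADH for full effect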
#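 Assay system: diaphorase enzyme from Clostridium kluyveri. Quantity: enzyme working solution with 0.14 U/mL diaphorase. Schedule: reaction incubation of 16 min at room temperature. Technique: resorufin fluorescence, excitation 544 nm, emission 590 nm. Controls: No-NADH positive control and DMSO neutral control.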
# Lmaj promast = Leishmania major promastigote growth inhibition, primary screen. 9% of 200,000 active. inhibition, % at 10 µM. AID 1063, 2008. Leishmania major promastigotes, resazurin fluorescence viability; in the data active = inhibition above about 50%;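 also: promastigotes grown with compound for 44 hours at 28 °C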
# PMI act satM6P = human PMI activators, high substrate, primary screen, biochemical, fluorescence intensity, near-saturating mannose 6-phosphate; Mannose-6-phosphate isomerase (Homo sapiens), P34949; coupled PMI enzyme assay, resazurin fluorescence, 20 min; hits give high values; 1 = untreated enzyme, 0 = substrate-free blank; activation factor at 20 µM; 0.34% of 190,000 active; AID 1216, 2008;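 active = activation factor of 2 or more at 20 µM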
# Target sequence (P34949 whole entry, looked up): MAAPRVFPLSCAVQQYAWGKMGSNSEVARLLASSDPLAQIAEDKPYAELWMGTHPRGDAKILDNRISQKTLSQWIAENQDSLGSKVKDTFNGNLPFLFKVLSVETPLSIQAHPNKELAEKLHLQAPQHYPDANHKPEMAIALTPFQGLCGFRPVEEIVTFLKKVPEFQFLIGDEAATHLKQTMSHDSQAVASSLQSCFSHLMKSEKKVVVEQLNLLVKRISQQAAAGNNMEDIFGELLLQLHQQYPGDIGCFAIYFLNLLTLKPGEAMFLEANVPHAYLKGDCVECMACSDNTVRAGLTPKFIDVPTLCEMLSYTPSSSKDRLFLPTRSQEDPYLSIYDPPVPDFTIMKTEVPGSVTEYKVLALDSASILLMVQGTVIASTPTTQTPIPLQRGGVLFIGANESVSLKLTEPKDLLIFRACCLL
#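 Test system: human phosphomannose isomerase with PGI, G6PDH, diaphorase coupling enzymes; amount: 15 ng/mL PMI; incubation: enzyme reaction with compound 20 min at room temperature; technique: resorufin fluorescence (Ex 544/Em 590 nm) from resazurin via diaphorase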
# TNAP act hiacc = TNAP activators at high phosphate acceptor level, primary screen, biochemical, luminescence, uHTS. purified TNAP, CDP-star luminescence, 1 M DEA, 30 min; hits give high values; 0 = EDTA background, 1 = DMSO-only activity. activation factor at 20 µM. Alkaline phosphatase, tissue-nonspecific isozyme (Homo sapiens), P05186. 200,000 tested, under 10 active;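 active = activation factor at least 2 at 20 µM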
#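 Test system – human TNAP · Doses – 20 µM single point · Incubation – 30 min, room temperature · Signal – luminescent substrate turnover signal · Read-out basis – activation factor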
# TNAP inh noacc = human TNAP enzyme inhibitors, primary screen, biochemical, luminescent, no phosphate acceptor, uHTS. purified TNAP, CDP-star luminescence, 30 min. 0.26% of 200,000 active. Alkaline phosphatase, tissue-nonspecific isozyme (Homo sapiens), P05186. inhibition, % at 20 µM;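 active = tissue-nonspecific alkaline phosphatase inhibition above about 50% at 20 µM in the single-dose screen, limit read from the data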;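 also: 0% = DMSO negative control and 100% = EDTA positive control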
# bIAP inhibitor = bovine intestinal alkaline phosphatase inhibitors, primary screen, selectivity assay for TNAP inhibitor project, biochemical, bovine IAP, CDP-star luminescence. alkaline phosphatase, intestinal [Bos taurus]. inhibition, % at 20 µM. 190,000 tested, under 10 active. AID 1019, 2008. purified bovine IAP, 30 min;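 active = over 50% inhibition of intestinal alkaline phosphatase at 20 µM in the single-dose screen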
#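 Assay system – bovine IAP enzyme · Quantity – bovine IAP at 1/65,000,000 final dilution · Detection – CDP-star luminescence signal · Times – 30 min reaction at room temperature · Also added – CDP-star substrate at 30 µM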
# PMI act = activators of human PMI, primary screen, biochemical, fluorescence intensity, near-Km mannose 6-phosphate | Mannose-6-phosphate isomerase (Homo sapiens), P34949 | purified human PMI, coupled resazurin fluorescence, 20 min; hits give high values; 1 = vehicle control, 0 substrate-free wells | activation factor at 20 µM | 0.005% of 190,000 active;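 active = activation factor of 2 or more at 20 µM, relative to plate controls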
# Diaph act CS = compounds boosting diaphorase resazurin reduction – biochemical, uHTS, resorufin fluorescence, counter-screen for diaphorase-coupled primary assays, primary screen; Diaphorase/resazurin coupled assay, 16 min; hits give high values; 1 = vehicle wells, 0 = NADH-free wells; activation factor at 20 µM; 0.005% of 190,000 active;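 active = diaphorase activity raised at least twofold by the compound at 20 µM; inactive = activation factor below 2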
#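 Material: purified diaphorase enzyme from Clostridium kluyveri / Medium: HEPES pH 7.4 buffer with MgCl2 and Tween 20 / Schedule: enzyme reaction of 16 min at room temperature / Measured by: resorufin fluorescence, excitation 544 nm, emission 590 nm / Evaluation: rise in resorufin formation, marking diaphorase activation or chemical reduction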
# The depositor's hits bear a star.
# A first look:
SMILES	bIAP act	TNAP inh hi DEA	Diaphorase inh	Lmaj promast	PMI act satM6P	TNAP act hiacc	TNAP inh noacc	bIAP inhibitor	PMI act	Diaph act CS
O=[N+]([O-])c1ccc(-c2cn(-c3ccc(Cl)cc3)c(=S)[nH]2)cc1	1.1	11	4	-3	1.2	0.9	16	-7	1.1	1
COc1ccc(-n2c(CN3CCN(c4ccccn4)CC3)nc3ccc([N+](=O)[O-])cc3c2=O)c(OC)c1	1	-1	23	21	0.7	1	-7	-4	0.8	0.8
O=C(Cn1cnc([N+](=O)[O-])n1)N/N=C/c1ccccc1O	1.2	-1	13	100*	1	1	-32	-21	1	0.9

# This part in full, repeating the preview:
SMILES	bIAP act	TNAP inh hi DEA	Diaphorase inh	Lmaj promast	PMI act satM6P	TNAP act hiacc	TNAP inh noacc	bIAP inhibitor	PMI act	Diaph act CS
O=[N+]([O-])c1ccc(-c2cn(-c3ccc(Cl)cc3)c(=S)[nH]2)cc1	1.1	11	4	-3	1.2	0.9	16	-7	1.1	1
COc1ccc(-n2c(CN3CCN(c4ccccn4)CC3)nc3ccc([N+](=O)[O-])cc3c2=O)c(OC)c1	1	-1	23	21	0.7	1	-7	-4	0.8	0.8
O=C(Cn1cnc([N+](=O)[O-])n1)N/N=C/c1ccccc1O	1.2	-1	13	100*	1	1	-32	-21	1	0.9
CCOC(=O)C(C(=O)Nc1ccccc1)C1CCCCC1 (configuration not stated)	0.9	-7	9	4	1	1.1	-11	12	1	0.9
CCCS(=O)(=O)N1CCC(C(=O)NCCCN(CC)c2cccc(C)c2)CC1	0.9	0	10	4	0.9	1	-8	8	0.9	0.9
CN(C)CCNS(=O)(=O)c1ccc(N2CCN(c3ccc(F)cc3)CC2)c([N+](=O)[O-])c1	1.5	4	18	98*	0.9	1	-17	-50	0.8	0.8
CC1CCCCC1NC(=O)CN1C(=O)NC(Cc2ccccc2)(Cc2ccccc2)C1=O (configuration not stated)	1.1	-2	14	1	0.9	1	-4	-9	0.9	0.9
O=C(CCNc1ccccc1)c1cccc([N+](=O)[O-])c1	0.8	2	17	96*	0.5	1	1	17	0.4	0.8
Cc1noc(N)c1C1(O)C(=O)Nc2c(Cl)cc(Cl)cc21 (configuration not stated)	1	-5	6	-2	1	1.1	-12	0	1	0.9
CCCCc1ccc(-c2nc(-c3ccncc3)no2)cc1	0.9	-1	28	-11	0.9	1	-2	14	0.9	0.7
COCCCn1cnc2c(c1=O)c1nc3ccccc3nc1n2CCc1ccccc1	1	-8	24	33	0.9	1.1	-12	2	0.9	0.8
Cn1cccc1Cc1nnc(SCC(=O)Nc2ccccc2)n1-c1ccc(F)cc1	1.1	4	14	-4	0.8	1	-14	-6	0.8	0.9
Cc1c(NC(=O)c2cccc(S(=O)(=O)N3CCOCC3)c2)c(=O)n(-c2ccccc2)n1C	1	-8	5	-3	1	1.1	-11	0	0.9	1
COc1ccc(N2CCN(C(=O)CSc3nnc4c(C)cc5ccccc5n34)CC2)cc1	1	2	24	37	0.9	1	-11	5	0.9	0.8
Cc1cc(C)n(CC(=O)Nc2ccc([N+](=O)[O-])cc2)n1	1	-6	19	-3	1	1.1	-11	2	0.9	0.8
O=C(CCN1CCN(CCO)CC1)Nc1ccc(Br)cc1	1	-2	9	8	1	1	-3	-5	0.9	0.9
COc1ccc(-c2ccc(-c3nnn(CC(C)=O)n3)cc2)cc1	0.9	1	2	0	1	1	0	10	1	1
CC(=O)c1ccc(N=C2SCCCN2C(=O)C2CCCC2)cc1	1.1	0	5	64*	1.1	1	-7	-5	1	1
O=S(=O)(NCCCCCNS(=O)(=O)c1ccccc1)c1ccccc1	0.8	-10	-6	4	1	1.1	-5	22	1	1.1
CC(C(=O)NCc1cccs1)N1C(=O)c2ccccc2C1=O (configuration not stated)	0.9	0	10	-6	1	1	2	6	1	0.9
O=C(c1ccc2c(c1)OCO2)C1CCCN(C(=O)Nc2ccc(F)cc2F)C1 (configuration not stated)	1.1	4	5	11	1	1	-2	-11	1	0.9
Cc1ccc(NC(=S)NCC(C)CSc2ccc(Cl)cc2)cc1 (configuration not stated)	0.7	-18	8	59*	1	1.2	-89	31	1	0.9
Cc1ccc(CNC(=O)CCCNC(=O)c2ccc(Cl)cc2)n1C	1.2	-1	13	1	1	1	-4	-16	0.9	0.9
CCOc1ccc(NC(=O)Nc2ccc(NC(C)=O)cc2)cc1	0.9	-1	4	-2	1	1	5	6	1	1
CC(C)NCC(O)Cn1c2c(c3ccccc31)CCc1c-2cnn1-c1ccccc1 (configuration not stated)	1.1	-1	3	100*	0.8	1	-3	-7	0.9	1
O=C(CNS(=O)(=O)c1ccccc1)OCC(=O)c1cccc([N+](=O)[O-])c1	0.9	1	2	29	1.1	1	-30	12	1	1
C#CCNC(=O)C1=C[C@@H](C(C)(C)C)C[C@@H](OCc2ccc(CO)cc2)O1	1	-6	35	98*	0.9	1.1	-12	5	0.9	0.7
COC(=O)CNC(c1ccccc1)c1cc(C)ccc1NS(=O)(=O)c1ccc(C)cc1 (configuration not stated)	1.1	-2	16	4	0.9	1	-20	-8	0.9	0.8
COCCN(C(=S)Nc1cccc(C)c1C)C(C)c1ccco1 (configuration not stated)	0.9	0	-1	23	1.2	1	-7	5	1.1	1
COc1ccc(CC(=O)Nc2cccc(-c3ccc4nnc(C)n4n3)c2)cc1OC	1	-3	-12	-2	1.1	1	12	0	1.1	1.1

# Next section, starting with the last 3 of the part before.
SMILES	bIAP act	TNAP inh hi DEA	Diaphorase inh	Lmaj promast	PMI act satM6P	TNAP act hiacc	TNAP inh noacc	bIAP inhibitor	PMI act	Diaph act CS
COC(=O)CNC(c1ccccc1)c1cc(C)ccc1NS(=O)(=O)c1ccc(C)cc1 (configuration not stated)	1.1	-2	16	4	0.9	1	-20	-8	0.9	0.8
COCCN(C(=S)Nc1cccc(C)c1C)C(C)c1ccco1 (configuration not stated)	0.9	0	-1	23	1.2	1	-7	5	1.1	1
COc1ccc(CC(=O)Nc2cccc(-c3ccc4nnc(C)n4n3)c2)cc1OC	1	-3	-12	-2	1.1	1	12	0	1.1	1.1
CC1=CC(C)(C)Nc2ccc(OC(=O)CN3C(=O)c4cccc5cccc(c45)C3=O)cc21	1	1	58*	95*	0.4	1	-4	1	0.5	0.4
Cc1ccc(Nc2ccc(C(=O)NCCc3ccccc3)cn2)cc1	0.5	0	10	42	1	1	-14	46	0.9	0.9
COC(=O)C1CCN(S(=O)(=O)c2ccc(OC)cc2)CC1	0.9	0	10	-1	1	1	2	10	1	0.9
O=C(NCCCN1CCCC1=O)c1ccc2c(c1)NC(=O)c1ccccc1S2	1	-7	18	-2	1	1.1	-15	5	1	0.8
CCOc1ccc(C(=O)NC(=S)Nc2ccc(NC(=O)CC)cc2)cc1[N+](=O)[O-]	1.2	1	13	-1	1.1	1	-8	-22	1	0.9
CCO[C@@H]1OC(C(=O)N2CCN(C)CC2)=C[C@H](C2CCCCC2)[C@H]1CCCO	0.9	-6	5	-4	1	1.1	-4	6	0.9	0.9
CC(C)NC(=O)c1ccccc1NC(=O)/C=C/c1ccc([N+](=O)[O-])cc1	0.9	-5	14	-4	0.9	1.1	-9	6	1	0.9
COCCN(C(=O)c1ccc2ccccc2c1)c1c(N)n(Cc2ccccc2)c(=O)[nH]c1=O	1	-2	8	4	1	1	-11	4	1	0.9
CC/C(=N\NC(=O)c1c(-c2ccccc2)noc1C)c1ccc(C)o1	1	-5	2	18	1	1	-8	2	1	1
CCOc1ccc(N2C(=O)CC(N3CCC(O)(c4ccc(Br)cc4)CC3)C2=O)cc1 (configuration not stated)	1	-2	15	-6	0.9	1	-2	-2	0.9	0.8
O=C(CCCn1c(=O)[nH]c2cc(Cl)ccc2c1=O)NCCN1CCN(c2ccccc2)CC1	0.9	7	4	26	1.1	0.9	1	13	1.1	1
CCCCn1nnnc1SCC(=O)NCc1ccccc1	0.8	-6	15	-9	1	1.1	-11	16	1	0.9
Cc1cc(=O)oc2ccc(OC(=O)CC(C)C)cc12	0.9	-5	9	-2	1	1.1	-13	6	1	0.9
CC(=O)OCC(=O)c1ccc2ccn(C(C)=O)c2c1	1	0	14	-2	0.9	1	-7	3	0.9	0.9
COc1cccc(NC(=O)C(c2ccccc2)N2CCNC(=O)C2)c1 (configuration not stated)	1.1	-4	6	2	1.1	1	-12	-12	1.1	0.9
COc1cc(/C=N/NC(=O)C2CCN(CC(O)COCc3ccccc3)CC2)cc(OC)c1OC (configuration not stated)	1.2	-2	2	1	0.9	1	-7	-18	0.9	1
CCOC(=O)NC(=O)CSc1nc2ccc(C)cc2[nH]1	0.9	0	3	0	1.1	1	12	6	1.1	1
CC(=O)c1c(C)[nH]c(C(=O)OCC(=O)Nc2cc(C)on2)c1C	0.9	0	6	-5	0.9	1	-8	12	0.9	0.9
COC(=O)C1CSc2[nH]c(=O)sc2C1c1ccc(O)c(OC)c1 (configuration not stated)	0.8	-1	22	19	0.8	1	-6	15	0.8	0.8
Oc1c(C=Nc2cccnc2)sc2ccccc12	0.8	6	2	-3	1	0.9	-4	16	0.9	1
COc1ccc(C(c2nnnn2C2CCCCC2)N2CCN(c3ccc(OC)cc3)CC2)cc1 (configuration not stated)	1.1	1	20	89*	0.9	1	-3	-11	0.9	0.8
CCC(C)NC(=O)C(=O)NCC1CCCN1CC (configuration not stated)	0.9	-3	7	-2	1.1	1	-16	13	1	0.9
O=C1C=C(O)C(n2cncn2)C(c2ccc(F)cc2)C1 (configuration not stated)	1.2	-2	0	-2	1.1	1	-14	-19	1.2	1
CCC(C)NC(=O)NC1C(NC(=O)NC(C)CC)N(C)C(=O)N1C (configuration not stated)	0.9	-8	8	0	1	1.1	-15	6	1	0.9

# Compound activity deposited in PubChem BioAssay by several laboratories.

# No enrichment for hits; any-hit rate near 10%.
